# EBNA-1 inh – blocks EBNA-1 binding to DNA | 0.34% of 300,000 active | EBNA-1 DNA binding, fluorescence polarization | AID 1950 | inhibition, % at 14.8 µM; in the data active = inhibition above about 28%
# RPL19A TOR yeast – alters RPL19A-GFP fluorescence in TOR pathway yeast screen | percent response vs DMSO, % at 10 µM | S. cerevisiae RPL19A-GFP strain, flow cytometry, 3 h; hits give low values | AID 2025 | 0.3% of 330,000 active;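 active = percent response vs DMSO below 50%; inconclusive = fewer than 70 events counted for the yeast strain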;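 note: median channel GFP fluorescence of the barcoded RPL19A-GFP strain; ratio of sample median GFP to plate DMSO average so 100% = DMSO; lower means less RPL19A-GFP as with rapamycin TOR inhibition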
# AHR activator – human AHR activation; P35869; 2.5% of 320,000 active; AHR-responsive luciferase reporter cells, luminescence; AID 2796; activation, % at 5 µM; in the data active = activation above about 47%;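 note: 0% = vehicle wells and 100% = reference agonist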
# LAP4-GFP MLPCN – modulators of TOR pathway LAP4-GFP in S. cerevisiae; S. cerevisiae LAP4-GFP multiplex, flow cytometry GFP, 3 h; median GFP as percent of DMSO wells; GFP response vs DMSO, % at 10 µM; 0.34% of 320,000 active;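 active = GFP response vs DMSO above a set limit, about the screen mean plus 3 SD, cut at about 150% in these data; inconclusive = under 70 cell events counted for the yeast strain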
# proCasp3 act – activators of human procaspase-3 | recombinant procaspase-3 D3A, Ac-DEVD-pNA absorbance 405 nm | activation, % at 8.5 µM | 0.11% of 330,000 active;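 active = activation above the mean of all tested compounds plus 3 SD, cut at about 21% in these data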;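 note: 0% = DMSO alone and 100% = DMSO wells spiked with extra 5 µM PC-3 D3A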
#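 Assay system – Procaspase-3 D3A mutant · Benchmarks – DMSO low control, extra-enzyme high control · Technique – 405 nm absorbance of p-nitroaniline, reads at 0 and 120 min · Doses – 8.5 µM nominal · Measure – % activation between DMSO and enzyme-spiked controls · Also added – Ac-DEVD-pNA chromogenic peptide substrate · Schedule – 1 h compound preincubation, 2 h substrate hydrolysis at 25 °C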
# MEP2-GFP yeast – yeast TOR pathway MEP2-GFP modulation | S. cerevisiae MEP2-GFP strain, flow cytometry GFP, 3 h; 100% = DMSO control level | GFP response vs DMSO, % at 10 µM | 0.51% of 330,000 active;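 active = GFP response versus DMSO above a set limit, roughly screen mean plus 3 SD, cut at about 180% in these data; inconclusive = fewer than 70 cells counted for a yeast strain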;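 note: median GFP fluorescence of the barcode-gated MEP2-GFP cells per well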
# ZTA DNA inh – counter-screen for EBNA-1 inhibitors: inhibitors of Epstein-Barr virus ZTA | ZTA-DNA binding, fluorescence polarization | inhibition, % at 11 µM | 0.15% of 320,000 active | AID 2234; in the data active = inhibition above about 33%
# procasp7 counter – counter-screen: procaspase-7 (human) activation. P55210. recombinant procaspase-7, Ac-DEVD-pNA absorbance 405 nm; D23A/D198A/D206A triple mutant, cannot self-cleave; scale: DMSO 0, 5 µM enzyme 100. activation, % at 8.5 µM. 0.093% of 330,000 active;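 active = percent activation above the screen-wide mean plus 3 SD, cut at about 25% in these data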
#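 Assay system: Uncleavable procaspase-7 mutant enzyme; Input: 2 µM procaspase-7 mutant as dispensed; Also added: DEVD-pNA substrate; Medium: Zinc-free HEPES pH 7.4 with 300 mM NaCl, 0.01% Triton X-100; Timing: 1 h compound preincubation, 2 h substrate cleavage, 25 °C; Measured by: Epi-absorbance of released pNA at 405 nm, two timepoints.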
# * hit, by the source's call; ? = inconclusive; / = no result given; [ ] = dose if it differs, or a comment.
SMILES,EBNA-1 inh,RPL19A TOR yeast,AHR activator,LAP4-GFP MLPCN,proCasp3 act,MEP2-GFP yeast,ZTA DNA inh,procasp7 counter
COC(=O)c1cccc(C23CC4(C2)[C@H](CN(Cc2ccc(-c5ccccc5)cc2)[C@@H]4c2ccccc2)C3c2ccc(C(F)(F)F)cc2)c1 (stereo not given in full),-2,98,-1,105,10,100,-19,-9
Cc1ccc(-c2cnn(-c3cccc([N+](=O)[O-])c3)c2N)cc1,14,98,-6,97,8,109,-9,9
COc1c(Cl)cc(C(=O)NCc2ccco2)cc1Cl,7,102,-1,103,8,104,15,3
NC(=O)[C@@H]1CC2(CC(c3cccc(NC(=O)COc4ccc(Cl)cc4)c3)=NO2)CN1C(=O)c1ccccc1 (stereo not given in full),9,99,-1,128,-1,97,-7,14
O=C(c1ccc2c3c(cccc13)CC2)C1CCCN(C(=O)c2ccc[n+]([O-])c2)C1 (stereo not given),2,95,5,106,10,101,-15,-4
Cc1cc(C)cc(OCC(=O)OCC(=O)NCc2ccco2)c1,6,97,-1,99,-2,89,14,2
CCCC(=O)n1nc(-c2ccco2)nc1SCc1ccccc1,1,96,0,97,12,94,3,-2
Clc1ccc2nc(CSCc3ccccc3)cn2c1,2,98,1,107,-2,103,7,13
O=C1NCCCC1C(=O)NCCNC(=O)C(F)(F)F (stereo not given),-6,104,0,101,-3,104,-7,-6
CN(C)C(CNC(=S)Nc1cccc(Cl)c1)c1cccnc1 (stereo not given),-2,102,6,94,-6,99,-18,15
CC(C)CC(=O)Nc1ccc(C(=O)NNC(=S)NC(=O)C2CCCCC2)cc1,10,96,0,96,-9,102,0,-19
O=C(Nc1ccccc1)N1CCN(S(=O)(=O)c2ccccc2)CC1,-12,100,2,100,0,97,5,7
COC(=O)c1ccccc1NC(=O)c1cnn2c(C)cc(C)nc12,13,113,7,106,5,126,-13,10
CNC(=O)COC(=O)CCC(=O)c1cccs1,-3,93,-1,87,7,86,0,3
CC(C)(C)NC(=O)NC(=O)CN1CCCCCCC1,-11,?,3,?,2,?,-8,2
O=C(CSc1nnc(-c2ccccc2)o1)NC1CCS(=O)(=O)C1 (stereo not given),3,98,1,94,5,106,-2,8
Nc1nc2nc(-c3cccs3)cc(C(F)(F)F)n2n1,4,102,0,94,-6,102,6,1
COc1ccc(OC)c(NC(=O)Cc2coc3ccc(C)cc23)c1,5,97,0,122,-5,103,6,0
COc1c2c(nc3occc13)C(CCC(C)(C)O)(OC)C(O)CC2 (stereo not given),7,99,19,110,5,97,-8,0
CC(C)NCCOCCOc1ccccc1F,-2,98,-1,93[may fluoresce red and violet],-4,94[may fluoresce red and violet],-1,-2
Fc1ccccc1Cc1noc(CN2CCN(C/C=C/c3ccccc3)CC2)n1,-1,85,1,90,5,87,2,6
CCOC(=O)C1=C(c2ccccc2)NC(=S)NC1c1cc([N+](=O)[O-])ccc1OC (stereo not given),2,/,9,92,-2,272*,-15,-7
COC(=O)C1=C(SC)N(c2ccccc2)C(c2ccccc2)CC1=O (stereo not given),4,104,-1,99,-6,104,16,-5
c1cc2c(cc1C1CCCN1)OCCCO2 (stereo not given),1,?,4,?,-3,?,-1,9
COc1ccc(Cl)cc1NC(=O)NCC1CCN(Cc2cc(C)ccc2C)CC1,5,98,1,90,1,101,9,4
# (listing goes on)
SMILES,EBNA-1 inh,RPL19A TOR yeast,AHR activator,LAP4-GFP MLPCN,proCasp3 act,MEP2-GFP yeast,ZTA DNA inh,procasp7 counter
O=S(=O)(c1cccc2nsnc12)N1CCCC1,-3,99,0,101,1,97,-3,4
COc1ccc(S(=O)(=O)N2CCOCC2)cc1NC(=O)COc1cccnc1[N+](=O)[O-],0,98,0,116,2,100,-4,3
Cc1ccc(S(=O)(=O)N2CCC(C(=O)OC(C)C(=O)NCc3ccc4c(c3)OCO4)CC2)cc1 (stereo not given),-9,95,1,95,2,96,5,6
Cc1cc2cc(CN(Cc3cccs3)C(=S)NCc3ccco3)c(=O)[nH]c2cc1C,10,110,19,97,2,100,1,-12
CC(C)CNC(=O)c1cc(-c2ccc3c(c2)OCO3)on1,6,107,6,105,-6,101,-1,10
O=C(NC1CCCCC1)C(c1ccc(F)cc1)N(Cc1ccco1)C(=O)c1ccccn1 (stereo not given),1,93,1,102,-3,98,1,-1
CCCCNC(=O)c1cccc(NC(=O)C(=O)c2ccccc2NC(C)=O)c1,1,/,3,/,2,/,8,6
COc1ccccc1C(=O)NCCC(=O)OCC(=O)Nc1ccc(S(N)(=O)=O)cc1,/,100,3,102,5,105,16,0
CCOc1ccc(NC(=O)CCNC(=O)Cn2cnc3ccccc3c2=O)cc1,-5,102,-3,95,2,99,-2,-1
CC(C)(C)n1cnc2cc(NCc3ccc(Br)cc3)ccc21,-8,104,13,87,-13,105,-3,-1
Cn1c(N/N=C/c2c[nH]c3ccccc23)nc2ccccc21,5,101,56*,103,-6,107,16,4
O=c1oc2ccccc2c(Nc2ccc(F)cc2)c1[N+](=O)[O-],0,103,4,106,-2,113,4,9
CCCC1Cc2c(sc(N)c2C#N)CO1 (stereo not given),7,93,5,108,3,104,-13,-3
CC(C)Cn1c(SCC(=O)N2CCc3ccccc3C2)nc(O)cc1=O,/,102,0,95,2,101,/,4
CC1=C(C(=O)Nc2cccc(F)c2)C(c2ccsc2)C2=C(CC(C)(C)CC2=O)N1 (stereo not given),-7,/,15,/,-3,/,-3,-5
CCOc1ccc(/C=N/n2c(COc3ccccc3)n[nH]c2=S)cc1OC,14,96,7,86,-8,94,-2,-7
CCc1c(C(=O)c2ccc(Cl)cc2)oc2c(C)c3oc(=O)cc(C)c3cc12,0,98,2,101,6,105,-4,6
CN(C)C(=O)c1cc(C(=O)c2ccc(C(F)(F)F)cc2F)c[nH]1,1,101,13,104,9,106,12,-3
COC(=O)c1cn[nH]c1NC(=S)Nc1ccccc1C,3,101,25,104,1,101,1,-4
Cc1ccc(-n2nc3c(c2NC(=O)c2cc4ccccc4o2)CS(=O)(=O)C3)cc1,-5,101,20,97,12,98,-14,7
C/C(=N/NC(=O)CNC(=O)c1ccncc1)c1ccco1,3,101,2,109,7,103,-13,2
CC(=O)Nc1ccc(OCC(O)CN2CCN(c3ccc(Cl)cc3)CC2)cc1 (stereo not given),4,101,1,104,4,100,-2,-1
Cc1cccc(NC(=S)NCCc2ccc(F)cc2)c1C,2,90,5,109,4,82,4,2
CC(=O)Nc1ccc(S(=O)(=O)NC2=NCN(CCOC(=O)c3ccccc3)CN2)cc1,-18,100,0,98,1,102,0,13
CCOC(=O)c1c(NC(=O)c2ccc(N3C(=O)[C@@H]4[C@H](C3=O)[C@H]3C=C[C@@H]4C3)cc2)sc2c1CC(C)CC2 (stereo not given in full),17,104,0,95,0,105,3,3

# 6 compounds from above, ordered by count of non-hydrogen atoms, smallest number first.
SMILES,EBNA-1 inh,RPL19A TOR yeast,AHR activator,LAP4-GFP MLPCN,proCasp3 act,MEP2-GFP yeast,ZTA DNA inh,procasp7 counter
CCCC1Cc2c(sc(N)c2C#N)CO1 (stereo not given),7,93,5,108,3,104,-13,-3
Nc1nc2nc(-c3cccs3)cc(C(F)(F)F)n2n1,4,102,0,94,-6,102,6,1
COC(=O)c1cn[nH]c1NC(=S)Nc1ccccc1C,3,101,25,104,1,101,1,-4
O=C(Nc1ccccc1)N1CCN(S(=O)(=O)c2ccccc2)CC1,-12,100,2,100,0,97,5,7
CC(=O)Nc1ccc(OCC(O)CN2CCN(c3ccc(Cl)cc3)CC2)cc1 (stereo not given),4,101,1,104,4,100,-2,-1
COc1ccc(Cl)cc1NC(=O)NCC1CCN(Cc2cc(C)ccc2C)CC1,5,98,1,90,1,101,9,4

# Following part.
SMILES,EBNA-1 inh,RPL19A TOR yeast,AHR activator,LAP4-GFP MLPCN,proCasp3 act,MEP2-GFP yeast,ZTA DNA inh,procasp7 counter
CCOc1ccc(-c2cc(C(=O)Nc3ccc4c(c3)OCCO4)c3ccccc3n2)cc1,11,101,15,98,5,108,13,6
O=C(NN1CCCCC1)c1cccc(COc2ccc(Cl)cc2)c1,-11,100,-7,100,8,109,-24,-2
CSCCC(NS(=O)(=O)c1ccc2c(c1)OCCO2)C(=O)N(C)Cc1ccccc1F (stereo not given),/,106,-2,106,8,104,-14,7
COC(=O)c1c(NC(=O)CCNCc2ccco2)sc2c1CCC2,1,99,8,97,8,101,-10,0
COc1ccc(OC(C)C(=O)N(C)Cc2nc(-c3ccccc3)no2)cc1 (stereo not given),-6,107,1,98,3,109,-1,8
Cc1ccc(N(CC(=O)NC(C)(C)C)C(=O)CNC(=O)c2cccs2)cc1C,-7,96,-1,98,2,101,-4,-11
C#Cc1ccc([C@H]2C=C(C(=O)O)O[C@@H](OCCCCO)C2)cc1,6,/,9,/,-3,/,-1,2
S=C1NC2(CCCCC2)Nc2ccccc21,-18,86,21,91,-2,92,0,0
CC1CCc2c(c3ccccc3n2C(=O)CCl)C1 (stereo not given),-11,97,0,115,-5,103,-11,-1
O=C(NC(=S)Nc1ccccc1Br)C1CC1,2,95,25,111,2,114,-13,-1
O=C1OC(/C(=C\Nc2cc(Cl)ccc2O)[N+](=O)[O-])c2ccccc21 (stereo not given),-2,103,45,97,-1,105,-10,-24
COCCN1C(=O)C(=O)/C(=C(/O)c2ccc(S(=O)(=O)N3CCOCC3)cc2)C1c1cccc(O)c1 (stereo not given),-1,98,1,96,14,96,-4,7
C#CCN1C(=O)S/C(=C/C=C/c2ccc(N(C)C)cc2)C1=O,-8,91,-1,92,-61,99,-2,-41
CCOC(=O)N1CC(=O)Nc2ccc(Br)cc2C1c1ccccc1 (stereo not given),1,97,3,102,3,92,-8,-4
COc1ccc(CNC(=O)C2(CC3CC(c4ccccc4)=NO3)CCN(C(=O)Cc3ccc(F)cc3)CC2)cc1 (stereo not given),-1,96,7,93,-6,104,2,-12
CCOc1ccc(C2OC(=O)Cc3cc(OC)c(OC)cc32)cc1 (stereo not given),11,97,9,101,2,102,4,12
CNCC(O)Cn1c2c(c3ccccc31)CCCC2 (stereo not given),5,99,1,98,9,107,-14,16
O=C(Nc1ccccc1)c1cccc(N2CCCC2=O)c1,-7,95,7,104,-7,100,2,11
COC(=O)N(NC(=O)C(O)(CCC(C)C)CCC(C)C)c1ccccc1,0,104,5,93,4,104,1,-2
CN(C(=O)CSc1nc2c(cnn2-c2ccccc2)c(=O)[nH]1)C1CCS(=O)(=O)C1 (stereo not given),3,99,1,101,4,104,-2,4
Cn1ccnc1SCC(=O)c1ccc(Cl)cc1,6,94,8,101,-2,100,-2,-21
CCCc1oc(C(=O)O)cc1CN1CCCC1,1,98,-2,102,-5,103,-11,0
Cc1nc(-c2ccc(C(=O)Nc3cc(S(N)(=O)=O)ccc3C)cc2)cs1,12,93,0,81,4,86,-6,10
Cc1ccc(S(=O)(=O)Nc2ccc(O)c(Sc3ncn[nH]3)c2)cc1,-28,99,5,99,-13,95,7,-8
CC(=O)c1cccc(NC(=O)c2cccc(S(=O)(=O)N(C)C)c2)c1,9,99,14,97,-6,102,-7,1
Cc1ccccc1NC(=O)C1CCC(C)(C(=O)O)C1(C)C (stereo not given),-9,97,-2,114,5,101,9,0
OC(CN1CCOCC1)C12CC3CC(CC(C3)C1)C2 (stereo not given),-3,112,4,78,1,102,6,3
CCOc1ccc(OCc2cccc(C(=O)O)c2)cc1,8,95,-17,133,3,107,14,2
Cc1ccc(NC(=O)c2ccc(NC3=NC4CS(=O)(=O)CC4S3)cc2)cc1 (stereo not given),7,99,0,100,9,103,2,-1
COc1ccc2oc(C(=O)OCc3nnc(-c4ccccc4)o3)c(C)c2c1,-17,100,-1,105,-7,99,5,-5

# From PubChem
